Assay outcomes deposited in PubChem BioAssay by several laboratories.
HTR2A ag: mouse Htr2a agonists via beta-arrestin recruitment, primary screen, cell-based, luminescence | 5-hydroxytryptamine receptor 2A (Mus musculus), P35363 | CHO-K1 mHTR2A beta-arrestin complementation; percent of 30 µM serotonin response | activation, % at 7.6 µM | actives 0.66% (n = 360,000);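 active = activation above a run cutoff, the mean activation of all tested compounds plus 3 SD, cut at about 14% in these data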;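 also: 0% = plate median of compound wells and 100% = 30 µM serotonin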
Target sequence (P35363 whole entry, looked up): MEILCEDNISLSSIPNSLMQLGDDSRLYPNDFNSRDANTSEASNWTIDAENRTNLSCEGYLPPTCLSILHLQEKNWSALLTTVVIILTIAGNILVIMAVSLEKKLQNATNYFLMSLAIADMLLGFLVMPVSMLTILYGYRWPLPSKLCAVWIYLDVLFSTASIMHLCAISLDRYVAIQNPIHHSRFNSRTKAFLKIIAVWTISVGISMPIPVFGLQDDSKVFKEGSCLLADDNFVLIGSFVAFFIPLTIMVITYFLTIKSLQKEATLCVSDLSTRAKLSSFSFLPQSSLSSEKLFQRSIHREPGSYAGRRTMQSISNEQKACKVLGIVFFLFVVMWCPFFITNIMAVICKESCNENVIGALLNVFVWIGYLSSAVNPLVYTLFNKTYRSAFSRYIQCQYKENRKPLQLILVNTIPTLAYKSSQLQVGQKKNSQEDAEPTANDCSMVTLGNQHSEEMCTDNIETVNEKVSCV
PDI turbidity: inhibitors of human PDI, primary screen, biochemical, turbidity, single point, plate reader | Protein disulfide-isomerase (Homo sapiens), P07237 | PDI insulin aggregation turbidity, A650, 90 min | inhibition, % at 10 µM | actives 0.052% (n = 350,000);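 active = mean inhibition across replicates of 30% or more, whatever share of single replicates reach that level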;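 also: absorbance from insulin aggregation driven by PDI reduction with DTT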
Target sequence (P07237 whole entry, looked up): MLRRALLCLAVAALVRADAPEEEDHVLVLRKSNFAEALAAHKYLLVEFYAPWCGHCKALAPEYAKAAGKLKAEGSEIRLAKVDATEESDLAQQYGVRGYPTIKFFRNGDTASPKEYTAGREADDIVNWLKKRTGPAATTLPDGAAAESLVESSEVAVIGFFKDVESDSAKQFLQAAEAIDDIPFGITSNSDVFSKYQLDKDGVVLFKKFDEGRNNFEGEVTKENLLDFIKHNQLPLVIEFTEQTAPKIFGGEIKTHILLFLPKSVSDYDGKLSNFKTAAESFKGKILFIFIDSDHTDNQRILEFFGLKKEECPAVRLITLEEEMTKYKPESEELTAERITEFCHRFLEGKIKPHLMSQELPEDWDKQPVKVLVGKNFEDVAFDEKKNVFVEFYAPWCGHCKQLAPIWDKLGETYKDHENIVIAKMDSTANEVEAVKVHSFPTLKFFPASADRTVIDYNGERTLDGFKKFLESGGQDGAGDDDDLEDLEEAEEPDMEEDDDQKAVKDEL
ABCB6 inh 2: ABCB6 transporter inhibitors, primary screen, K562-ABCB6 cells, flow cytometry, MLPCN library; ATP-binding cassette sub-family B member 6 (Homo sapiens), Q9NP58; K562-ABCB6 porphyrin accumulation, 1 h; hits give low values; fluorescence ratio to DMSO, % at 10 µM; actives 0.19% (n = 360,000); AID 602162, 2011;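 active = fluorescence ratio to DMSO below 75%, the collection mean minus 3 SD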;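 also: signal is porphyrin accumulated inside mitochondria; 100% equals median channel fluorescence of DMSO control wells; lower ratio means ABCB6 inhibition with less porphyrin fluorescence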
CaV13 ICDI inh: Primary screen for inhibitors of IQ motif and Ca2+-dependent inactivation inhibitor domain binding in CACNA1D, Förster resonance energy transfer in living cells, …. HEK cells, CFP/YFP FRET ICDI-IQ, plate reader, 10 min; percent FRET-ratio fall versus neutral wells. inhibition, % at 12.3 µM. actives 0.098% (n = 340,000);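 active = mean replicate inhibition of at least 30% and at least 1% of replicates passing that level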;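 also: 0% = median of the neutral control wells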
MC4R antag cAMP: MC4R antagonists of cAMP signaling, primary screen, cell-based, TR-FRET, antagonist arm of biased-ligand search; MC4R-expressing cells, MTII-stimulated cAMP, LANCE TR-FRET; inhibition, % at 6.5 µM; actives 0.48% (n = 360,000);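 active = inhibition above its plate's cutoff, the mean of tested wells on that plate plus 3 SD, cut at about 29% in these data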;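 also: 0% = Melanotan II alone and 100% = Melanotan II plus saturating MCL0020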
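material = U2OS cells stably expressing human melanocortin 4 receptor (MC4R) | also added = Melanotan II challenge | dosing = single nominal compound dose of 6.5 µM | detection = TR-FRET with Eu-cAMP and labeled anti-cAMP, 671 nm | replication = singlicate | timing = compound 30 min, challenge 1 h, detection 1 h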
Vif inh: HIV Vif self-association inhibitors, primary screen, imaging, HEK293T, single point. HEK293T cells, Vif self-association by quenched fluorescence, 24 h. AID 602346, 2012. actives 0.35% (n = 340,000). inhibition, % at 7.49 µM; in the data active = inhibition above about 50%, passing the limit was not always enough; also: some results filed as inactive read as strong as hits
H9c2 protect: cardioprotection against H2O2-induced cell death, primary screen, uHTS, H9c2 cells, ATPLite luminescence. actives 0.63% (n = 360,000). H9c2 cardiomyocytes, H2O2 injury protection, 2 h. protection from H2O2 cell death, % at 20 µM. AID 588492, 2011;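 active = compounds giving at least 50% protection of heart cells from peroxide-induced death in the single-dose screen, raw or plate-pattern-corrected value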;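 also: 0% = DMSO wells with peroxide and 100% = DMSO wells without peroxide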
Glyco luc inh: increase of ERlucT glycosylation luciferase signal, primary screen, N-linked glycosylation inhibitor project, D54 ERlucT cells, luminescence, set 2. D54 ERlucT glycosylation luciferase reporter, 24 h; percent of 100 nM tunicamycin response. AID 588692, 2011. actives 0.23% (n = 360,000). reporter increase, % at 12.5 µM;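 active = mean luciferase reporter signal, scaled so untreated is 0 and the glycosylation-blocking control 100, at or above a set limit in every replicate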;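 also: luciferase carries N-glycosylation sites so blocking glycosylation raises the light; 0% = median of neutral control wells and 100% = median of 100 nM tunicamycin wells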
aDG glyco up: activators of alpha-DG glycosylation, primary screen, uHTS, Pro5-aDG cells, AlphaScreen; AID 624168, 2012; alpha-DG glycosylation AlphaScreen (IIH6); 0% Pro5, 100% B10-LARGE cell signal; activation, % at 10 µM; actives 0.22% (n = 360,000);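 active = activation of at least 8% versus controls, or a plate z-score of at least 8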;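 also: Pro5 are CHO cells carrying HIG-tagged alpha-DG that lacks glycosylation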
MC4R barr agon: MC4R agonists recruiting beta-arrestin, primary screen, cell-based, luminescence, agonist arm of biased-ligand search; actives 0.98% (n = 360,000); U2OS MC4R beta-arrestin complementation; percent of melanotan II response, DMSO zero; Melanocortin receptor 4 (Homo sapiens), P32245; activation, % at 8.9 µM; AID 540308, 2011;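 active = activation above a per-plate cutoff, the mean activation of sample wells on that plate plus 3 SD, cut at about 8% in these data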
Numbers without * were called inactive; · = no result given.

SMILES	HTR2A ag	PDI turbidity	ABCB6 inh 2	CaV13 ICDI inh	MC4R antag cAMP	Vif inh	H9c2 protect	Glyco luc inh	aDG glyco up	MC4R barr agon
CCCCc1c(O)nc(SCC(=O)N2CCCCCC2)[nH]c1=O	-2	0	96	-2	1	19	0	-1	-0.1	-0.9
O=S(=O)(Nc1ccc2c(c1)nc1n2CCOC1)c1ccccc1	2	1	101	·	-4	0	12	2	-0.3	-0.1
C/C(=N\Nc1nc(C)cc(-c2ccccc2)n1)c1cccc(N)c1	-9	11	128	-21	-2	-13	-16	1	2.0	0.1
CCCn1c(C(O)c2ccc3c(c2)OCO3)nc2ccccc21 (stereo unspecified)	-3	2	97	-9	1	-3	-11	1	-0.2	1.1
CSc1cc(C)nc(N(C)C(C)=O)n1	2	-19	96	-8	4	·	0	2	-0.1	-0.6
CCCn1c(COc2ccccc2OC)nc2ccccc21	-1	0	101	-9	22	1	2	0	0.2	1.4
COC(=O)c1cccc(NC(=O)C23CC4CC(C2)CC(n2cncn2)(C4)C3)c1	3	-1	99	-3	9	-4	5	0	3.0	-1.8
C=CCNc1nnc(Cl)c2ccccc12	1	8	100	-8	6	-11	2	0	-0.1	1.9
Cc1sc2nc(SCc3nnc(-c4cccs4)o3)n(C3CCCC3)c(=O)c2c1C	4	-1	100	-6	4	7	-1	2	-0.1	-2.6
Cc1c(NC(=O)C2CCCCC2)cc(C(=O)N2CCOCC2)cc1[N+](=O)[O-]	-1	10	94	-6	4	3	-3	-1	0.0	-0.5
CCC(CC)NC(=O)CON=C1c2ccccc2-c2ccccc21	1	4	96	-6	6	3	4	-3	0.0	-0.5
COc1cccc(N(C(C)=O)c2nc(C)cc(C)c2C#N)c1	4	15	99	-4	-7	4	7	1	-0.2	-0.2
CCc1c(O)nc(SCC(=O)N(CC)CC)[nH]c1=O	0	0	98	-2	7	-10	2	-2	-0.1	-2.8
CCOc1ccc(/C=N/NC(=O)CSc2ccccn2)cc1O	1	-8	96	-6	1	34	-11	2	-0.2	-2.2
Cc1ccc(C)c(-n2nnnc2Sc2nc([N+](=O)[O-])nn2C)c1	0	4	104	-6	4	0	6	-3	0.7	-0.6
COC(=O)c1ccc2nc(-c3cccc(Cl)c3)c(Cc3ccccc3OC)n2c1	-2	·	95	-5	·	·	4	2	0.3	·
CC(C)OP(=O)(OC(C)C)C(NC(=O)c1cccc([N+](=O)[O-])c1)C(N)=O (stereo unspecified)	0	1	100	-2	24	4	-2	2	-0.3	2.3
Cc1ccc(S(=O)(=O)N[C@@H](CO)C(=O)N[C@@H](Cc2ccc(O)cc2)C(=O)O)cc1	-2	8	99	-12	-2	·	-1	0	0.0	-1.5
Nc1ccc2nc(SCc3ccc([N+](=O)[O-])cc3)sc2c1	-1	-8	98	-8	-12	-13	-8	1	-0.2	-2.6
COc1cccc(CNC(=O)c2ccc(NS(=O)(=O)c3ccc4[nH]c(=O)[nH]c4c3)cc2)c1	2	-14	93	-6	0	33	10	0	-0.1	-1.0
CC(=O)O[C@H]1CC[C@@]2(C)[C@@H](CC[C@H]3[C@@H]4CC[C@H](C(C)O)[C@@]4(C)CC(=O)[C@@H]32)C1 (stereo partly specified)	4	1	97	-10	6	-5	0	1	-0.1	1.1
Cc1ccc(NC(=O)C2CCN(C(=O)N3CCOc4ccccc43)CC2)cc1	-5	·	97	-6	0	-8	9	3	0.0	0.1
Cc1ccc(S(=O)(=O)N2CCN(C(=O)C3Cc4ccccc4CN3C(=O)c3ccco3)CC2)cc1 (stereo unspecified)	-8	-2	100	0	-1	2	14	0	0.1	-0.3
CN1CCN(S(=O)(=O)c2cccc(C(=O)Nc3sc4c(c3-c3nc5ccccc5[nH]3)CCCC4)c2)CC1	-3	4	99	-3	27	1	-6	-3	-0.6	-1.7
CC(=O)Nc1ccc(S(=O)(=O)N2CCN(CCCOc3ccccc3Cl)CC2)cc1	0	0	100	-4	8	-1	-13	-3	0.5	0.6
O=C1CC(SC2=NCCS2)C(=O)N1c1cccc(Cl)c1Cl (stereo unspecified)	-2	7	96	-2	-2	0	19	0	-0.1	-5.1
CC(OC(=O)CCNS(=O)(=O)c1ccc(Cl)cc1)C(=O)N(C)Cc1ccccc1 (stereo unspecified)	3	0	100	-7	15	·	1	-2	0.3	0.4
NC(=O)CCS(=O)(=O)CCN1CCCCC1	4	5	104	1	-1	5	3	1	0.1	-1.1
O=C(CN1C(=O)C2C3C=CC(C3)C2C1=O)N1CC(=O)N(CCc2ccccc2)C(=O)C1 (stereo unspecified)	-2	-8	79	0	6	16	9	1	0.3	-1.8
O=C(NCC(O)c1ccc([N+](=O)[O-])cc1)c1cccc(S(=O)(=O)N2CCOCC2)c1 (stereo unspecified)	0	2	104	-5	14	-2	-2	0	0.2	-2.7

Rewritten as comma-separated lines: 3 of the compounds above.
Compound,HTR2A ag,PDI turbidity,ABCB6 inh 2,CaV13 ICDI inh,MC4R antag cAMP,Vif inh,H9c2 protect,Glyco luc inh,aDG glyco up,MC4R barr agon
Cc1ccc(S(=O)(=O)N2CCN(C(=O)C3Cc4ccccc4CN3C(=O)c3ccco3)CC2)cc1 (stereo unspecified),-8,-2,100,0,-1,2,14,0,0.1,-0.3
CN1CCN(S(=O)(=O)c2cccc(C(=O)Nc3sc4c(c3-c3nc5ccccc5[nH]3)CCCC4)c2)CC1,-3,4,99,-3,27,1,-6,-3,-0.6,-1.7
CC(=O)Nc1ccc(S(=O)(=O)N2CCN(CCCOc3ccccc3Cl)CC2)cc1,0,0,100,-4,8,-1,-13,-3,0.5,0.6

Taken from above.
CaV13 ICDI inh, COC(=O)c1cccc(NC(=O)C23CC4CC(C2)CC(n2cncn2)(C4)C3)c1 reads -3
HTR2A ag, CCOc1ccc(/C=N/NC(=O)CSc2ccccn2)cc1O reads 1

The results go on:
SMILES	HTR2A ag	PDI turbidity	ABCB6 inh 2	CaV13 ICDI inh	MC4R antag cAMP	Vif inh	H9c2 protect	Glyco luc inh	aDG glyco up	MC4R barr agon
CCN1C(=O)/C(=C/N2CCc3ccccc32)SC1=S	-3	1	100	·	11	16	-13	0	-0.1	-0.1
CCN(CC)C(=O)c1cccc(-c2csc(C(C)(O)c3ccc(F)c(F)c3)n2)c1 (stereo unspecified)	-5	5	96	·	-5	·	-13	-4	0.6	0.8
COc1ccc(Nc2nc(-c3cccc([N+](=O)[O-])c3)nc3ccccc23)c(OC)c1	-3	4	93	-2	6	-1	8	0	0.2	-0.3
CCc1nnc(NC(=O)CCC(=O)N2CCN(c3ccccn3)CC2)s1	-1	4	102	-3	5	7	24	3	0.1	-0.9
Cc1cc(NC(=O)CSc2ncccc2C(=O)O)no1	2	2	97	7	7	-4	-3	4	0.3	-0.3
COc1ccccc1CCC(=O)Nc1ccc(OC)c(S(=O)(=O)N2CCOCC2)c1	4	9	98	-7	2	5	4	1	-0.1	-2.2
Cc1cc(C)c(NC(=O)COC(=O)c2c(C)noc2C)c(Cl)c1	7	4	98	-7	2	-3	-3	2	0.4	-1.7
CCOC(=O)c1ccc[n+](CC(=O)Nc2ccccc2OC(F)F)c1	4	10	94	5	9	13	-1	0	-0.1	0.4
CCn1c(SCc2ccc(OC)c(F)c2)nc2ccccc2c1=O	5	9	96	-3	-3	-5	-3	-4	0.1	1.3
COc1cc(CCC(=O)N2CCN(c3ccc([N+](=O)[O-])cc3)CC2)cc(OC)c1OC	10	2	97	-3	10	-9	6	2	0.0	0.0
COc1ccc(-c2c(C#N)sc(C(N)=O)c2-c2ccc(OC)cc2)cc1	-4	-2	97	-2	10	-2	11	-2	0.0	-1.3
COc1ccc(/C=N/NC(=O)c2ccn[nH]2)cc1CSc1ccccn1	-2	-4	104	-2	3	4	5	-2	1.7	-2.3
Cc1cccc(-n2c(-c3ccncc3)n[nH]c2=S)c1	1	16	101	-7	5	0	-5	1	-0.2	-0.7
CC(NC(=O)CCn1c(=S)[nH]c2ccsc2c1=O)c1ccccc1 (stereo unspecified)	-1	8	94	3	15	-3	5	1	-0.3	-3.1
Oc1ccc(C[C@H]2CNCCN2CC2(c3ccccc3)CC2)cc1	-13	3	101	-12	-1	·	7	-3	-0.2	1.3

Complete entries from above. Order of values: HTR2A ag, PDI turbidity, ABCB6 inh 2, CaV13 ICDI inh, MC4R antag cAMP, Vif inh, H9c2 protect, Glyco luc inh, aDG glyco up, MC4R barr agon
CC(OC(=O)CCNS(=O)(=O)c1ccc(Cl)cc1)C(=O)N(C)Cc1ccccc1 (stereo unspecified) is entered as 3, 0, 100, -7, 15, ·, 1, -2, 0.3, 0.4
CCCn1c(C(O)c2ccc3c(c2)OCO3)nc2ccccc21 (stereo unspecified) is entered as -3, 2, 97, -9, 1, -3, -11, 1, -0.2, 1.1
CCN(CC)C(=O)c1cccc(-c2csc(C(C)(O)c3ccc(F)c(F)c3)n2)c1 (stereo unspecified) is entered as -5, 5, 96, ·, -5, ·, -13, -4, 0.6, 0.8
COc1ccc(Nc2nc(-c3cccc([N+](=O)[O-])c3)nc3ccccc23)c(OC)c1 is entered as -3, 4, 93, -2, 6, -1, 8, 0, 0.2, -0.3
CN1CCN(S(=O)(=O)c2cccc(C(=O)Nc3sc4c(c3-c3nc5ccccc5[nH]3)CCCC4)c2)CC1 is entered as -3, 4, 99, -3, 27, 1, -6, -3, -0.6, -1.7

Next part
SMILES	HTR2A ag	PDI turbidity	ABCB6 inh 2	CaV13 ICDI inh	MC4R antag cAMP	Vif inh	H9c2 protect	Glyco luc inh	aDG glyco up	MC4R barr agon
O=C(Cc1ccccc1)NC1CCN(S(=O)(=O)c2cccc(F)c2)CC1	5	5	95	·	2	1	0	7	0.4	-0.6
COc1cc(CNC(=O)c2cccc(COc3ccc(Cl)cc3)c2)cc(OC)c1	-9	-4	95	-5	5	-5	-4	-6	0.2	-1.1
CC1=NN(c2ccc(S(=O)(=O)O)cc2C)C(=O)C1	3	1	99	-7	5	5	-2	2	0.3	0.2
NS(=O)(=O)c1ccc(CCNC(=O)CNC(=O)Cc2cccc3ccccc23)cc1	-3	-19	98	-20	7	-3	4	1	0.0	-1.4
Oc1cncc(Cc2ccccc2)c1	-2	2	95	-2	2	-12	-4	0	0.0	-0.4
CC(=O)NC1(c2nnnn2CCOC(=O)Nc2ccc(Cl)cc2)CCCC1	0	1	99	-5	1	-3	4	-1	0.0	-2.2
CC(C)OCCCNC(=O)NC(=O)c1ccc(Cl)cc1	1	0	96	-3	6	-17	-13	0	0.3	-0.4
